Source: PubChem (several laboratories)
HEK293 NOD2/NF-kB – NOD2 signaling inhibitors, cell-based, luminescence, uHTS, HEK293 (AID 1566) | inhibition, % at 4 µM, or EC50 in µM where a hit was titrated | actives 0.63% (n = 290,000) | HEK293 NOD2/NF-kB luciferase reporter, luminescence; higher % means a stronger effect; in the data active means inhibition above about 50%; further: many of its hits are not listed in these tables
Yfh1-off respiration – mitochondrial function rescue without frataxin homolog – Friedreich's ataxia, plus single-dose screen, dose response (AID 1465) | S. cerevisiae Yfh1-off respiration, WST-1 reduction, 72 h; higher fold induction means a stronger effect | fold induction at 50 µM; hits with a dose series show EC50 in µM | actives 0.074% (n = 220,000);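 active means fold induction of absorbance versus untreated yeast above a set limit, then at least 30% activation at any dose in follow-up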;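 further: activators that raise dye reduction in frataxin-depleted yeast; strong numbers were not always called active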
bCat nuc transl – modulators of beta-catenin nuclear translocation | HeLa beta-catenin nuclear translocation, immunofluorescence imaging | nuclear translocation activity, % at 5 µM | actives 0.3% (n = 190,000) | AID 1665;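 active means nuclear translocation activity above 50% at 5 µM, with a well cell count of 50 or more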;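 further: per-cell ratio of nuclear to cytoplasmic median beta-catenin stain intensity; plate controls were DMSO negative control for no effect and GSK-3 inhibitor IX positive control for full effect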
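Technique: fluorescence imaging of beta-catenin antibody stain plus DAPI / Material: human HeLa cell line / Incubation: compound treatment 24 h, 37°C, 5% CO2 / Read-out basis: % activation of per-cell nuclear versus cytoplasmic median beta-catenin signal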
Insulin prom up – MIN6 insulin promoter up-regulation; z-score at 5 µM; MIN6 insulin promoter-GFP reporter, high-content imaging; hits give high values; actives 0.3% (n = 190,000);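 active means z-score above 3 at 5 µM with at least 500 cells counted in the well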
M17LAP inhibition – P. falciparum M17LAP inhibitors, primary screen, biochemical, fluorogenic H-Leu-NHMec substrate, 1536-well (AID 1619) | recombinant M17LAP, H-Leu-NHMec fluorogenic kinetic assay; higher % means a stronger effect | one-dose inhibition, % at 30 µM; IC50 in µM for titrated hits | actives 0.38% (n = 220,000);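 active means compound inhibiting the enzyme by more than half at any dose during confirmatory dose-response retesting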;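 further: plate controls were full reaction with DMSO carrier for no effect and no enzyme background for full effect; strong numbers were not always called active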
Dynein transport – blocks dynein driven cargo transport along microtubules | actives 0.47% (n = 220,000) | 3617.4 mouse cells, GR-EGFP nuclear translocation imaging; test concentration mostly 20 µM; stimulated with dexamethasone, 1 µM; hits give low values | z-score, hits read low;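 active means plate z-score of nuclear minus cytoplasmic receptor signal below a set negative limit, without overly bright fluorescence or cell loss, cut at about -3.5 in these data, passing the limit was not always enough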;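 further: z-score of nuclear minus cytoplasmic ring GR-EGFP intensity difference per well; some compounds called inactive have numbers as strong as hits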
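Buffer or medium: tet-free, stripped-serum medium; Also added: dexamethasone, 1.0 µM final; Technique: high-content fluorescence imaging after fixation; Times: 48 h induction, 1 h compound, 30 min dex at 37 °C; Read-out: per-cell GR-EGFP intensity, nucleus versus surrounding cytoplasmic ring, well-averaged.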
MT stabilize HCS – microtubule stabilizers in HeLa cells; % tubulin-high responders, % at 10 µM; HeLa tubulin immunostaining HCS, 24 h; share of cells brighter than vehicle mean+2SD; AID 2205; actives 0.83% (n = 200,000);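 active means plate Z-score above 3 for both tubulin-high and condensed-nucleus cell shares, with cell loss under 80%, at 10 µM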;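 further: anti alpha tubulin signal scored within the nucleus-defined area of each cell; some results filed as inactive read as strong as hits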
NOD1 NF-kB reporter – inhibition of NOD1-driven NF-kB reporter – cell-based, luminescence, uHTS, primary screen (AID 1578); NOD1-driven NF-kB luciferase reporter cells, luminescence; higher % means a stronger effect; inhibition, % at 4 µM, or EC50 in µM where a hit was titrated; actives 1% (n = 290,000); in the data active means inhibition mostly above about 36%, no sharp cut-off; inactive means mostly below about 34%;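 further: HEK-293T reporter cells stimulated with the NOD1 agonist gamma-tri-DAP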
Autophagy mod – modulators of autophagy; actives 0.98% (n = 190,000); calls only at 10 µM (by protocol); MEF GFP-LC3 puncta imaging; test concentration mostly 10 µM; AID 463193;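 active means percentage of spot-positive cells more than 3 SD above its plate mean, without a fluorescence outlier flag or 80% toxicity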;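 further: spot-positive cell cutoff set from DMSO-treated cells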
Dynein transport cytoplasmic EGFP – recorded beside Dynein transport, whose call it bears; z-score; measured here: cytoplasmic GR-EGFP intensity; hits give high values
Dynein transport nuclear GR-EGFP – second read-out of Dynein transport, no call of its own (marks repeat the call); z-score; measured here: nuclear GR-EGFP intensity;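 lower value marks the stronger effect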
Dynein transport cell count – also measured in Dynein transport; calls as there; z-score; measured here: cell count per field
Insulin prom up cell count – further read-out of Insulin prom up, marked with its call; cell count; measured here: cytotoxicity, nuclei count;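 total cells summed across four imaged fields per well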
bCat nuc transl cell count 5 µM – recorded beside bCat nuc transl, whose call it bears; cell count; measured here: cell count, cytotoxicity flag
MT stabilize HCS Hoechst-high % – recorded beside MT stabilize HCS, whose call it bears; % Hoechst-high responders; measured here: nuclear condensation Hoechst responders;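 share of cells brighter than vehicle mean plus two SD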
MT stabilize HCS cytotoxicity % – further read-out of MT stabilize HCS, marked with its call; toxicity, %; measured here: cytotoxicity by cell density;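 0% = mean cell density of plate MIN control wells and 100% = no cells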
Autophagy mod cell loss 18 h – further read-out of Autophagy mod, marked with its call; toxicity, %; measured here: cell loss, nuclei count;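 cell loss after 18 h compound exposure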
Numbers without * were called inactive; i = inactive; . = no result given. An excerpt; count on the stated rates, not on these rows.

SMILES	HEK293 NOD2/NF-kB	Yfh1-off respiration	bCat nuc transl	bCat nuc transl cell count 5 µM	Insulin prom up	Insulin prom up cell count	M17LAP inhibition	Dynein transport	Dynein transport cytoplasmic EGFP	Dynein transport nuclear GR-EGFP	Dynein transport cell count	MT stabilize HCS	MT stabilize HCS Hoechst-high %	MT stabilize HCS cytotoxicity %	NOD1 NF-kB reporter	Autophagy mod	Autophagy mod cell loss 18 h
Cc1cc(C)cc(NC(=S)NN)c1	8.0%	i	-3.4	1098	0.37	1198	12.1%	1.3	-0.211	0.661	-1.07	2.2	1.3	1.1	-24.7%	i	0.3
O=C(CSc1ccccc1)Nc1ccccc1C(=O)O	-8.8%	i	0.9	1194	0.2	1266	18.8%	-0.151	-0.188	0.158	1.56	2.8	1.7	8.1	-18.4%	i	-20.6
O=C1CSC(c2ccc(Cl)cc2)N1 (stereo not given)	-14.6%	i	.	.	0.15	973	-1.2%	0.405	0.296	0.485	0.325	1.5	2.0	8.8	-2.2%	i	-6.2
Cc1cc(C)nc(NC(=O)c2cccc([N+](=O)[O-])c2)c1	18.5%	i	-3.4	536	0.25	1392	2.0%	-0.342	-0.283	-0.429	0.587	4.6	2.1	1.1	-12.6%	i	-16.8
COc1ccc(N(CC(=O)N/N=C/c2cccs2)S(=O)(=O)c2ccc(OC)c(OC)c2)cc1	6.4%	i	.	.	.	.	6.2%	1.39	-0.184	0.911	-0.499	3.1	1.2	6.0	19.2%	i	-36.0
CCOC(=O)CC(=O)CSc1nc(-c2cccnc2)ccc1C#N	4.9%	i	-0.2	1037	-0.76	1478	29.7%	0.261	-0.172	0.0447	0.691	4.1	2.3	5.2	-11.0%	i	34.5
CC(=O)Nc1c(C(=O)C2CC2)oc2ccccc12	9.8%	i	.	.	0.44	1454	2.9%	-0.635	-0.25	-0.979	0.6	3.1	1.6	2.2	-8.7%	i	3.7
CCOc1cc(/C=N/NC(=O)c2c(-c3ccccc3)noc2C)ccc1O	16.5%	i	0.5	1149	0.9	1344	-2.2%	-0.947	-0.252	-0.337	0.849	4.5	1.4	4.3	-14.9%	i	4.8
COc1ccc(OC)c(C2C3=C(N=C4SCC(=O)N42)c2ccccc2CC3)c1 (stereo not given)	2.2%	i	0.2	1174	-0.42	1089	-9.7%	-1.17	-0.252	-0.245	0.392	5.2	2.4	6.7	14.3%	i	-7.4
Cc1nnc(NC(=O)CCC(=O)NCc2ccco2)s1	10.3%	i	2.5	765	-0.29	970	-10.4%	-0.45	-0.283	-0.183	-0.372	2.1	1.8	5.7	1.4%	i	6.9
Cc1nn(Cc2c(F)c(F)c(F)c(F)c2F)c(C)c1NC(=O)c1c([N+](=O)[O-])c(C)nn1C	11.1%	i	-1.9	1223	-1.64	948	-11.5%	-0.583	-0.0261	0.0145	0.208	1.8	1.4	4.4	10.1%	i	30.2
Cc1c(Cl)cccc1NC(=O)Cn1cccc1	-5.4%	i	-3.3	1027	1.27	1382	19.9%	-0.876	-0.33	-0.285	0.631	6.3	2.7	7.3	-30.1%	i	-20.9
CC(C)(C)SCCNC(=O)CN(c1ccc(F)cc1)S(C)(=O)=O	4.4%	i	2.4	1129	.	.	3.4%	-0.0894	-0.22	0.119	0.625	7.6	2.9	4.6	3.6%	i	18.4
CCCn1c(SCC(=O)Nc2ccccc2C(=O)OC)nc2c1c(=O)n(C)c(=O)n2C	15.8%	i	0.0	1098	-1.01	1207	-5.2%	1.5	-0.219	-0.251	-0.218	1.9	1.3	5.0	-2.5%	i	-6.0
O=c1c2c(-c3ccccc3)csc2ncn1/N=C/c1cccc([N+](=O)[O-])c1O	-1.5%	i	0.1	1125	0.54	1264	2.4%	0.518	-0.294	0.385	-0.379	4.0	1.5	6.0	-20.8%	i	-7.8
CC1(NC(=S)N(CCO)CCO)CCS(=O)(=O)C1 (stereo not given)	7.9%	i	-0.4	935	0.17	2312	-5.3%	-0.218	-0.107	0.33	-0.145	2.5	2.9	5.0	38.9%	i	16.9
COC(=O)c1ccc(Cn2c(O)c(N=O)c3ccccc32)o1	-4.4%	i	-0.3	1130	-0.62	1016	1.7%	-0.431	-0.0691	0.023	1.19	1.9	3.3	9.2	3.6%	i	1.2
C/C(=N\N=C1\NC(=O)CS1)c1cccs1	-3.1%	i	0.3	938	-0.12	1224	26.9%	0.37	-0.192	0.0402	-0.0945	11.3	0.8	1.2	-38.5%	i	-0.1
O=C(Nc1ccn(Cc2ccccc2)n1)c1n[nH]c([N+](=O)[O-])c1Cl	-88.1%	i	-1.9	547	-0.03	1279	-68.6%	1.15	-0.194	0.757	-1.23	9.6*	13.3*	24.4*	-16.6%	i	14.7
COCCNC(=S)N1CCc2cc(OC)c(OC)cc2C1COc1ccc(C(C)C)cc1 (stereo not given)	-5.8%	i	-0.3	911	-0.82	1209	7.0%	0.575	-0.151	0.101	-0.42	3.1	1.6	7.0	12.4%	i	9.0
Cc1nn(Cc2ccccc2Cl)c(Cl)c1C(=O)NCCc1ccccc1	12.5%	i	-1.3	562	0.87	1337	25.7%	-0.0301	-0.235	-0.0293	0.422	3.5	2.8	9.0	-3.9%	i	-2.3
Brc1cc2c(cc1Br)OCCOCCOCCOCCO2	5.4%	i	-1.6	1072	-0.04	1268	8.7%	0.364	-0.139	0.262	-0.257	2.7	2.3	5.1	-9.2%	i	6.1
CN(C)C(=S)NC(=O)c1cccc(Cl)c1	-27.2%	i	0.4	940	-0.36	1625	-0.1%	-0.253	-0.256	0.531	0.396	1.9	2.4	9.2	-44.6%	i	3.6
O=C(Nc1ccc(F)cc1)C(=O)c1c(O)[nH]c2ccc([N+](=O)[O-])cc12	3.5%	i	0.4	1291	-0.27	1156	4.0%	0.932	-0.272	0.318	-0.616	.	.	.	-1.2%	.	.
COc1ccccc1C1C2=C(COC2=O)Nc2cc3c(cc21)OCO3 (stereo not given)	-44.9%	i	.	.	.	.	0.8%	-0.172	-0.21	-0.387	-0.147	8.8	43.1	41.4	-59.3%	i	52.1
COCCNc1oc(-c2cccs2)nc1S(=O)(=O)c1ccc(C)cc1	-6.8%	i	-0.6	885	.	.	11.1%	-0.209	-0.273	0.221	0.25	4.2	1.8	6.0	19.4%	i	-16.3
Cc1cc(C(=O)NC(=S)Nc2ccccc2N2CCCC2)ccc1[N+](=O)[O-]	7.6%	i	-2.1	1455	-0.31	1472	5.7%	-0.0877	-0.261	-0.154	-0.19	2.5	2.4	7.5	-20.6%	i	0.0
O=C(O)c1ccc(/C=N/n2cc(-c3ccccc3)[nH]c2=S)cc1	7.5%	i	0.2	1266	0.49	1080	13.9%	1	-0.282	0.435	-0.392	.	.	.	-8.6%	.	.
COc1ccc(NC(=O)COC(=O)c2cc(SC)ccc2Cl)c(OC)c1	4.5%	i	2.2	904	.	.	-1.3%	1.57	-0.249	0.686	0.368	3.0	1.5	3.9	-16.4%	i	1.1
O=C(c1ccccc1F)N1CCN(c2ccc([N+](=O)[O-])cc2-n2cccc2)CC1	5.1%	i	-0.4	1356	.	.	-9.1%	-1.25	0.198	-0.259	0.165	.	.	.	-5.2%	.	.
Cc1cc(C)cc(NC(=O)C(=O)NCCCN2CCOCC2)c1	5.5%	i	-3.2	1127	-0.11	1236	5.0%	-0.44	-0.239	-0.252	1.1	3.4	3.2	5.3	-29.8%	i	22.0
Cc1cccc(-c2c(O)cc(=O)[nH]c2Cl)c1	5.7%	.	-4.4	1070	-0.03	1224	3.8%	-0.796	0.134	-0.312	0.262	1.9	1.9	3.4	-39.7%	i	6.1
COc1cc(OC)c(NC(=O)c2ccoc2C)cc1Cl	17.7%	i	.	.	0.38	1335	10.7%	1.1	-0.307	-0.403	-0.51	3.0	1.4	5.1	-24.0%	i	0.3
O=C(COC(=O)c1cc(S(=O)(=O)N2CCOCC2)cs1)c1ccccc1	6.2%	i	-0.1	1090	-0.2	1306	1.7%	0.634	-0.172	0.637	0.109	3.7	3.0	7.7	-19.4%	i	3.3
CCc1nc(SCC(=O)N2CCc3cc(OC)c(OC)cc3C2)c(C#N)cc1C	.	i	.	.	.	.	.	-0.86	-0.172	0.219	0.0516	4.2	1.8	5.0	.	i	-26.4
CCOC(=O)C1Cc2c([nH]c3ccccc23)CN1 (stereo not given)	-9.8%	i	-2.3	1468	0.12	1573	9.9%	-0.391	-0.224	-0.298	0.527	2.1	1.1	9.3	-22.1%	i	-0.1
CCCCn1c(SCC(=O)c2ccc(O)c(O)c2)nc2ccsc2c1=O	21.2%	i	3.6	1050	-1.77	1293	19.5%	-1.06	-0.159	-0.792	0.396	4.2	3.4	3.9	36.0%	i	10.4

Grouped by structure: the entries above containing a COOH group.
SMILES	HEK293 NOD2/NF-kB	Yfh1-off respiration	bCat nuc transl	bCat nuc transl cell count 5 µM	Insulin prom up	Insulin prom up cell count	M17LAP inhibition	Dynein transport	Dynein transport cytoplasmic EGFP	Dynein transport nuclear GR-EGFP	Dynein transport cell count	MT stabilize HCS	MT stabilize HCS Hoechst-high %	MT stabilize HCS cytotoxicity %	NOD1 NF-kB reporter	Autophagy mod	Autophagy mod cell loss 18 h
O=C(CSc1ccccc1)Nc1ccccc1C(=O)O	-8.8%	i	0.9	1194	0.2	1266	18.8%	-0.151	-0.188	0.158	1.56	2.8	1.7	8.1	-18.4%	i	-20.6
O=C(O)c1ccc(/C=N/n2cc(-c3ccccc3)[nH]c2=S)cc1	7.5%	i	0.2	1266	0.49	1080	13.9%	1	-0.282	0.435	-0.392	.	.	.	-8.6%	.	.
